From PubChem
RAM network inh = inhibitors of the yeast RAM network, primary screen, dse1pr::URA3 reporter, 5-FOA selection; inhibition, % at 50 µM; 1.8% of 190,000 active; AID 868, 2007; S. cerevisiae dse1pr::URA3 reporter, 5-FOA growth OD615, 2 d; analog-sensitive cbk1-as2 kinase mutant strain;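 active = inhibition above a set limit, 3 SD over mean compound inhibition, cut at about 8.4% in these data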;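 also: 0% = DMSO-only wells with no growth and 100% = 10 µM 1-NA-PP1 full growth; inhibition rescues growth on 5-FOA so higher OD means more RAM inhibition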
PMI activator = activators of human PMI, primary screen, biochemical, fluorescence intensity, near-Km mannose 6-phosphate; Mannose-6-phosphate isomerase (Homo sapiens), P34949; purified human PMI, coupled resazurin fluorescence, 20 min; active compounds read high; 1 = vehicle control, 0 substrate-free wells; activation factor at 20 µM; 0.005% of 190,000 active;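 active = activation factor of 2 or more at 20 µM, relative to plate controls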
PMI act hi M6P = human PMI activators, high substrate, primary screen, biochemical, fluorescence intensity, near-saturating mannose 6-phosphate | coupled PMI enzyme assay, resazurin fluorescence, 20 min; active compounds read high; 1 = untreated enzyme, 0 = substrate-free blank | activation factor at 20 µM | 0.34% of 190,000 active | Mannose-6-phosphate isomerase (Homo sapiens), P34949;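 active = activation factor of 2 or more at 20 µM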
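Test system: human PMI in coupled enzyme assay; Input: PMI at 15 ng/mL final; Medium: HEPES buffer, pH 7.4; Schedule: 20 min incubation at room temperature; Technique: resorufin fluorescence at Ex 544/Em 590 nm; Compound: 20 µM single dose; Probe or stimulus: Near-saturating mannose-6-phosphate, 1.0 mM.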
S1P3 antag = S1P3 receptor antagonists, primary screen, cell-based; Sphingosine 1-phosphate receptor 3 (Homo sapiens), Q99500; CHO S1P3 NFAT-BLA reporter, FRET fluorescence, antagonist mode; inhibition, % at 4.98 µM; 0.27% of 170,000 active;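 active = inhibition above the plate cutoff, the mean inhibition of test wells on that plate plus 3 SD, cut at about 28% in these data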;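 also: cells challenged with S1P at its EC80 of 0.8 µM; blue over green emission ratio from cleaved BLA substrate after 4 h stimulation; 0% = S1P-stimulated wells and 100% = unstimulated DMSO-only wells; some compounds past the cut are filed as inactive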
Hsp70 act = Hsp70 transcriptional activators, primary screen, cell-based, HeLa, Hsp70 promoter luciferase, luminescence, 10 µM; HeLa Hsp70 promoter luciferase reporter; scaled: vehicle 0, proteasome-inhibitor control 100%; activation, % at 10 µM; 0.04% of 200,000 active; AID 1203, 2008;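 active = activation above the mean across all tested compounds plus 3 SD, cutoff set per campaign, cut at about 5.5% in these data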;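 also: 100% = MG132 at 30 µM as the positive control and 0% = DMSO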
L major viab = Leishmania major promastigote growth inhibition, primary screen. Leishmania major promastigotes, resazurin fluorescence viability. inhibition, % at 10 µM. 9% of 200,000 active. AID 1063, 2008;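 also: promastigotes grown with compound for 44 hours at 28 °C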
Diaph act CS = compounds boosting diaphorase resazurin reduction – biochemical, uHTS, resorufin fluorescence, counter-screen for diaphorase-coupled primary assays, primary screen; 0.005% of 190,000 active; Diaphorase/resazurin coupled assay, 16 min; active compounds read high; 1 = vehicle wells, 0 = NADH-free wells; activation factor at 20 µM; AID 1229, 2008;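 active = diaphorase activity raised at least twofold by the compound at 20 µM; inactive = activation factor below 2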
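Test system: Clostridium kluyveri diaphorase, purified enzyme; input: enzyme 0.07 U/mL final; buffer or medium: 50 mM HEPES pH 7.4 with 4.542 mM MgCl2, 0.005% Tween 20; also added: 0.114 mM NADH and 0.1 mM resazurin, final amounts; schedule: 16 min enzyme reaction, ambient temperature; technique: fluorescence of resorufin, 544 nm excitation, 590 nm emission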
Diaph inh CS = diaphorase inhibitors and chemical oxidizers, primary screen, counter-screen for diaphorase-coupled primary assays, biochemical, uHTS, resorufin fluorescence | diaphorase resazurin-to-resorufin fluorescence, NADH, 16 min; bacterial (C. kluyveri) enzyme, not human | inhibition, % at 20 µM | 0.69% of 190,000 active | AID 1217, 2008;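 active = primary screen inhibition at 20 µM above a set limit, cut at about 50% in these data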;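 also: plate controls were DMSO with full reaction for no effect and wells lacking NADH for full effect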
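Assay system: diaphorase enzyme from Clostridium kluyveri; Input: enzyme working solution with 0.14 U/mL diaphorase; Timing: 16 min at room temperature; Technique: resorufin fluorescence, excitation 544 nm, emission 590 nm; Benchmarks: positive control minus NADH, DMSO neutral control.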
TLR4 MyD88 comp = inhibitors of TLR4-MyD88 association in cells, primary screen, cell-based, HeLa CL3-4, BLA complementation, FRET ratio; Toll-like receptor 4 (Homo sapiens) + Myeloid differentiation primary response protein …; HeLa CL3-4 TLR4/MyD88 BLA complementation; inhibition, % at 8.4 µM; 0.18% of 200,000 active; AID 861, 2007; in the data active = inhibition above about 25%;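 also: 0% = vehicle and 100% = reference inhibitor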
Target sequence (O00206 whole entry, looked up): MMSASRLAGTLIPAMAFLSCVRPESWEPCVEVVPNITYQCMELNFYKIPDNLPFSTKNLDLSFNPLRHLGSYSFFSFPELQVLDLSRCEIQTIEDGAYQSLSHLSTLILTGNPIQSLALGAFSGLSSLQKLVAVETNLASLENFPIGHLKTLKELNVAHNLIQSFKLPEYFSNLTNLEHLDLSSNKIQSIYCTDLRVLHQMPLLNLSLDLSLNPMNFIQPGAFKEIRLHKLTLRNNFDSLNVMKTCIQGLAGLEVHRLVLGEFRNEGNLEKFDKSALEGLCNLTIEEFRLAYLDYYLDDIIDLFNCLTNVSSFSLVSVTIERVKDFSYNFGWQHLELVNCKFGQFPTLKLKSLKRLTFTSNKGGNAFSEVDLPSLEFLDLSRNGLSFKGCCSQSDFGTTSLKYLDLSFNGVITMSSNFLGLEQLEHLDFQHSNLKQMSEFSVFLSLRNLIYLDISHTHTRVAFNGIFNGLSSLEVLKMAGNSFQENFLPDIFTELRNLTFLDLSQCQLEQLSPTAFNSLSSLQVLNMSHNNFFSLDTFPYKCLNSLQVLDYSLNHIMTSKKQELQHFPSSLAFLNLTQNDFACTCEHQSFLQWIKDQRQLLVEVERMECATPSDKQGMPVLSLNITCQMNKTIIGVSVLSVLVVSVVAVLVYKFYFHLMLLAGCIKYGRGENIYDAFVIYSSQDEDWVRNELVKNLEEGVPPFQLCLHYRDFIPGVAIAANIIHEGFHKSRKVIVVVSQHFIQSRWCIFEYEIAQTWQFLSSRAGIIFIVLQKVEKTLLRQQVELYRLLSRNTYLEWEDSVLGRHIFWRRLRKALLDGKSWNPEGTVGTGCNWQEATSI
Target sequence (Q99836 whole entry, looked up): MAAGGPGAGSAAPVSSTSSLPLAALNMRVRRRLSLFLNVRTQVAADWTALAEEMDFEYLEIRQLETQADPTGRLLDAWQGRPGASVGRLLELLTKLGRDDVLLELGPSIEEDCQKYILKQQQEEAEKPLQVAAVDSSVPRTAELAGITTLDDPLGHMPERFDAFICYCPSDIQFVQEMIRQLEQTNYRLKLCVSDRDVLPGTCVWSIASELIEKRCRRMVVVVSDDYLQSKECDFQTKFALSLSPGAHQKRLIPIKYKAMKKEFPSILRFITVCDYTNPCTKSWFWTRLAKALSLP
G6PDH counter = L. mesenteroides G6PDH inhibitors, counter-screen for G6PDH-coupled screening assays, biochemical, Leuconostoc mesenteroides enzyme; 0.12% of 200,000 active; inhibition, % at 5 µM; Purified L. mesenteroides G6PDH, diaphorase/resazurin coupled fluorescence, 45 min
DTT redox prof = compounds producing H2O2 with reducing agent – biochemical, NIH compound library profiling, artefact control for MLSCN library redox annotation, primary screen. DTT-dependent redox cycling H2O2, phenol red/HRP absorbance; 100% = 100 µM peroxide control, 0% = buffer. activation, % at 10 µM. 0.03% of 200,000 active;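 active = activation of at least 50% relative to the plate's high and low controls in the primary single-dose screen; inactive = activation below 50%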;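 also: compound incubated with DTT at 0.8 mM final as the reducing agent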
Active calls of the source: *; / = no result given. Rule as the data show it, unless noted: active = inhibition above about 50%; inactive = the rest.

Each structure is followed by: RAM network inh, PMI activator, PMI act hi M6P, S1P3 antag, Hsp70 act, L major viab, Diaph act CS, Diaph inh CS, TLR4 MyD88 comp, G6PDH counter, DTT redox prof
[1] O=C(CN1CCOCC1)N/N=C/c1ccco1
    0.5, 1.1, 1, -11, -0.3, -1, 0.9, 8, -9, 2, -0.5
[2] O=C1c2ccccc2C(=O)N1Cc1nc2ccccc2c(=O)n1CCN1CCOCC1
    /, /, /, -19, -0.1, -6, /, /, 1, /, 0.9
[3] COc1ccc2c(c1)C(C)=CC(C)(C)N2S(=O)(=O)c1ccc(Br)cc1
    5.0, 0.9, 0.9, 15, 0.4, 95*, 0.9, 11, -3, 7, 1.8
[4] CN1CCN(C(=O)/C=C/c2cn(-c3ccccc3)nc2-c2ccc3c(c2)OCCO3)CC1
    2.9, 0.9, 0.9, -18, 0.1, 13, 0.8, 22, -2, 2, 0.5
[5] O=C(/C=C(\c1ccccc1)n1cncn1)c1ccccc1
    0.5, 1, 1, -10, 0.1, 7, 0.9, 6, 2, 6, 0.2
[6] Cc1cc(C)nc(SC2=CS(=O)(=O)c3ccccc32)n1
    0.7, 0.9, 1, 9, -0.2, 20, 1, 4, 7, -9, 0.6
[7] COC(=O)C1=C(C)NC2=C(C(=O)CCC2)C1c1coc2ccccc2c1=O (stereo not drawn)
    0.9, 1, 1.1, -15, -0.1, 0, 1, 5, 9, 6, -0.2
[8] CCOc1ccc2nc(/N=C/c3c(C)[nH]n(-c4ccc(C)cc4)c3=O)sc2c1
    1.1, 1, 1, -1, 0.2, 1, 0.9, 9, -6, 4, 0.0
[9] COCCNC(=O)/C(C#N)=C/c1ccc(O)c([N+](=O)[O-])c1
    0.4, 1, 0.9, -16, -0.4, 3, 0.9, 6, 5, 7, 0.1
[10] COc1ccc(NS(=O)(=O)c2ccc3c(c2)oc(=O)n3C)c(OC)c1
    0.7, 1, 1, 20, 0.0, -5, 1, 2, -7, 5, 0.5
[11] O=C(O)C1Nc2c(O)cccc2C2C=CCC12 (stereo not drawn)
    4.8, 0.6, 0.9, -11, -0.1, -9, 0.2, 78*, -5, 24, 1.0
[12] Cc1cc(C(F)(F)F)n(-c2nc(C(=O)NNS(=O)(=O)c3ccccc3)cs2)n1
    3.0, 0.9, 0.9, /, -0.2, -4, 0.9, 15, -4, 4, 0.0
[13] CCOC(=O)C(Cc1ccc(OC)c([N+](=O)[O-])c1)NC(=O)CCC(=O)Nc1ccc(OC)cc1 (stereo not drawn)
    2.0, 1, 1, -25, 0.3, -4, 0.9, 9, 2, 7, -0.8
[14] Cc1c(C(=O)NCc2ccco2)sc2nc(-c3ccccc3)cn12
    -1.0, 0.8, 0.8, 21, -0.3, 7, 0.7, 27, 1, -10, -3.3
[15] C=CCN1C(=O)C(C(C)CC)NC1=S (stereo not drawn)
    1.1, 1.3, 1.6, /, 0.0, -4, 1, 0, 2, 4, 0.2
[16] CCc1ccc(OCC(=O)N(C)C2CCS(=O)(=O)C2)cc1 (stereo not drawn)
    1.8, 0.9, 1, -17, -0.3, -18, 1, 3, -6, 5, 1.5
[17] CCN(CCn1cccn1)C(=O)CCc1nnc(C2(c3ccc(Cl)cc3)CCC2)o1
    -0.1, 1, 1, 7, -0.4, -7, 1, 3, -17, 5, 0.6
[18] CC(C)[C@H](NC(=O)c1ccco1)C(=O)OCC(=O)c1ccc2c(c1)NC(=O)CO2
    1.3, 1, 1, -7, -0.4, -4, 0.9, 12, 4, 4, -1.2
[19] O=C(NNC(=O)C1CCN(S(=O)(=O)c2cccc(C(F)(F)F)c2)CC1)C1CC1
    0.1, 0.9, 0.9, -5, -0.2, -3, 0.9, 14, 0, 13, -0.2
[20] O=C(Cc1cccs1)Nc1ccc2c(c1)C(=O)OC2
    0.4, 1, 1, /, -0.3, 1, 1, 2, 2, 1, 0.0
[21] Cn1c(=O)c2c(nc(Sc3ncccn3)n2Cc2ccccc2Cl)n(C)c1=O
    0.5, 1.2, 1.2, /, -0.3, 7, 1.1, -13, 2, -1, -0.6
[22] COc1ccc(CCNC(=O)CO/N=C/c2cc3c(cc2Br)OCO3)cc1OC
    1.8, 1, 1, -15, -0.3, -3, 0.9, 9, -3, -1, 0.0
[23] Cc1ccc(CS(=O)(=O)CCC(=O)NCCC2=CCCCC2)cc1
    1.4, 1.1, 1.1, -8, -0.3, -1, 1, -2, -4, 2, -0.6
[24] Cc1ccc(-c2cc(=O)c3cc(F)ccc3[nH]2)cc1
    0.7, 1, 1.1, -15, 0.2, -1, 1, 5, 1, 9, 0.3
[25] COc1cccc(C(CC(=O)NCC2CCCO2)NS(=O)(=O)c2ccc(C)cc2)c1OC (stereo not drawn)
    -0.2, 1, 1, -21, 0.2, -3, 0.9, 13, -4, 10, 2.0
[26] COc1ccc(C(=O)/C=C/c2ccc(OC)c(Cn3nnc4ccccc43)c2)cc1
    7.8, 0.8, 0.9, 12, -0.2, 85*, 0.8, 19, 15, -26, 1.5
[27] Cc1ccc(-c2csc(NC(=O)CSc3nc4ccccc4[nH]3)n2)cc1
    9.8*, 1, 0.9, 17, -0.3, 10, 0.8, 24, -5, -11, 0.0
[28] CCOC(=O)c1c(-c2ccccc2)c(C(C)=O)c(=O)n(C)c1C
    3.9, 1, 1, -27, /, -7, 0.9, 8, /, -1, -1.4
[29] CCn1nnnc1-c1ccc(OC)c(S(=O)(=O)N2CCCCC2)c1
    -0.3, 1.1, 1, -2, 0.1, -4, 0.9, 9, 3, 6, 1.3
[30] NCCOc1ccc(C2CCCCC2)cc1
    0.9, 1.2, 1.1, -2, -0.1, 100*, 1.1, -12, 11, -4, -1.4
[31] CC1CCCCC1NC(=O)CN1C(=O)c2cccc(N)c2C1=O (stereo not drawn)
    2.8, 1.2, 1.1, 21, -0.1, -1, 1.1, -6, 33*, 7, -1.7
[32] CCN(CC)CCOC(=O)c1ccc(Cl)cc1Cl
    1.8, 1.1, 1.1, -15, -0.2, -1, 1.1, -15, -3, 7, -0.4
[33] O=C(O)CCCNS(=O)(=O)/C=C/c1ccccc1
    -0.6, 1.2, 1.1, -2, -0.1, -4, 1, 4, 10, 4, -0.6
[34] CC1(c2ccc3noc(-c4cccc(F)c4)c3c2)OCCO1
    1.0, 1, 0.9, 2, -0.3, -13, 0.9, 6, -4, 3, -0.3
[35] Cc1ccc(C)c(-c2cc(C(=O)NN3CCOCC3)c3ccccc3n2)c1
    0.2, 0.9, 0.9, -31, -0.4, 3, 0.9, 8, -10, 13, 5.8
[36] COC(=O)c1ccc2c(c1)C(=O)/C(=C/c1ccc(C)cc1)O2
    0.7, 0.8, 0.9, 7, -0.1, -8, 0.8, 19, 5, -1, -0.3
[37] COc1cc([N+](=O)[O-])cc(/C=N/NC(=O)c2ccc(C)nc2)c1O
    -0.1, 0.7, 1, -7, 0.0, -9, 0.6, 43, 0, 8, 0.9
[38] COc1cccc(C(=O)OCCN2CCOCC2)c1
    0.9, 1, 1.1, 19, -0.3, -4, 1, 2, -3, 5, 0.4
[39] O=C(CCCCCNc1nc(=S)[nH]c2ccccc12)N1CCN(c2ccccn2)CC1
    1.9, 0.9, 0.9, /, -0.1, 57*, 0.5, 52*, 10, 2, -3.1
[40] CCOC(=O)N1CCN(c2c(NCCCOC(C)C)c(=O)c2=O)CC1
    0.0, 0.9, 0.9, -8, -0.2, -10, 0.9, 6, 3, -9, -0.5
[41] COc1cccc(OC)c1OCCNCCO
    -1.1, 0.8, 0.8, -13, -0.2, 11, 0.8, 23, 8, 12, -2.5
[42] Cc1cccc(Oc2cnn(C(C)(C)C)c(=O)c2Cl)c1
    0.5, 1, 0.9, /, -0.2, -3, 0.9, 11, 1, 5, -0.2
[43] CCCN1CCC(NC(=S)Nc2ccc(S(N)(=O)=O)cc2)CC1
    1.9, 0.9, 0.9, -30, 0.2, -1, 0.9, 7, 1, 12, 0.6
[44] Cc1ccc(Cc2cnc(NC(=O)/C(C#N)=C/c3ccc(-c4ccccc4[N+](=O)[O-])o3)s2)cc1
    3.3, 1, 0.7, /, -0.3, 5, 0.8, 17, -7, 5, -2.8
[45] Cc1ccc(C)c(NC(=O)C2CC(O)CN2C(=O)OCc2ccccc2)c1 (stereo not drawn)
    -0.2, 1, 1, 2, -0.6, -5, 0.8, 22, 0, 2, 0.1
[46] COc1ccc(N2C(=O)C3[C@@H](C2=O)C2(Cl)C(Cl)=C(Cl)C3(Cl)C2(OC)OC)cc1 (stereo partly drawn)
    2.5, 0.8, 0.9, -4, -0.4, -2, 0.8, 23, 3, 7, 0.2
[47] CCN1CCc2c(OCc3ccc(C)cc3)cccc2C1=O
    -0.8, 1, 1, -9, -0.5, 9, 0.9, 11, 8, 1, -0.5
[48] O=C(Nc1ccc(N2CCCC2)c(Cl)c1)c1cccnc1
    0.7, 1.4, 1.5, /, 0.0, 68*, 1.1, -13, -16, 3, 1.2
[49] COc1ccc(CNC2CCCc3ccccc32)cc1OC (stereo not drawn)
    0.9, 0.9, 1.1, 2, -0.2, 13, 0.9, 11, 4, -11, -0.5
[50] COc1ccc(OCCNC(=O)C(c2ccccc2)c2ccccc2)cc1
    1.8, 1.1, 1.1, /, -0.4, 43, 1.1, -9, -18, 6, 2.4
[51] COc1ccc(C)cc1-n1nnnc1SCC(=O)NC(=O)NCc1ccco1
    4.4, 1, 1.1, -24, -0.2, 49, 0.9, 10, -16, 20, 2.2
[52] CCCOP(=O)(OCCC)C(NC(=O)C(C)(C)C)c1ccccc1 (stereo not drawn)
    -0.9, 0.9, 0.9, 8, -0.1, -6, 0.9, 7, 5, -3, 0.2
